Compound activity deposited in PubChem by several laboratories.
Anthrax LF inh2: anthrax lethal factor protease inhibition; P15917; multiplex microsphere protease cleavage assay, LF; inhibition, % at 10 µM; 0.12% of 360,000 active; AID 588501; also: plate controls were buffer without enzyme for full effect and enzyme alone for no effect
Target sequence (P15917 whole entry, looked up): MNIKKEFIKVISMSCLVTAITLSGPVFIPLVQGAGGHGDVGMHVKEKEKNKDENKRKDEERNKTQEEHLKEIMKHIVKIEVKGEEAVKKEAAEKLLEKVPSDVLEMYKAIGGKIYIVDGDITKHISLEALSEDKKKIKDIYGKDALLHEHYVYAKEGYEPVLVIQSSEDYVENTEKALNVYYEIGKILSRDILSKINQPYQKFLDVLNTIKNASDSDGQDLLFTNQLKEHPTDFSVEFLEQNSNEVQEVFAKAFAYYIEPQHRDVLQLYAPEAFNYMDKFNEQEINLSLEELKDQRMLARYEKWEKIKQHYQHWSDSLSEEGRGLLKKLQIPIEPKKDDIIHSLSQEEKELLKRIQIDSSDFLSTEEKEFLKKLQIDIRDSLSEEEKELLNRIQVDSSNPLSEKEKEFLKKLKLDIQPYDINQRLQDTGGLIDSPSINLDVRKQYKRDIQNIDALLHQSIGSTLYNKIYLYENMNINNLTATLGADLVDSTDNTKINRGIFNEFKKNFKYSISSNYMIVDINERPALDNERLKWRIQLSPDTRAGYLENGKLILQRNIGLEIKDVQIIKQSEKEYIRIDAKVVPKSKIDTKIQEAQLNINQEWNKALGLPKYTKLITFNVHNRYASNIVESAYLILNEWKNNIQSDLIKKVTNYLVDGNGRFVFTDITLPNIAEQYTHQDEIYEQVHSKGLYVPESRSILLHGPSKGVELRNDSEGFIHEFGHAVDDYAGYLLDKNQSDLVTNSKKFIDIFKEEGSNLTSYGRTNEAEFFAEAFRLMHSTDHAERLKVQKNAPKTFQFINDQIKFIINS
TcdB inh: blocks C. difficile toxin B glycohydrolase activity; P18177; TcdB glycohydrolase enzymatic assay, plate reader; inhibition, % at 9.99 µM; 0.24% of 350,000 active; in the data active = inhibition above about 10%
FadD28 FP inh: M. tuberculosis FadD28 bisubstrate binding inhibition; FadD28 bisubstrate probe binding, fluorescence polarization; inhibition, % at 12.5 µM; 0.22% of 360,000 active; AID 588549; in the data active = inhibition above about 8.5%, passing the limit was not always enough; inconclusive = no clear call, values can overlap the other calls
BoNT F protease: BoNT F light chain protease inhibition | Multiplex microsphere protease cleavage assay, flow cytometry | inhibition, % at 10 µM | 0.22% of 360,000 active | AID 588497; in the data active = inhibition above about 35%, passing the limit was not always enough; inconclusive = no clear call, values can overlap the other calls; also: plate controls were buffer without enzyme for full effect and enzyme alone for no effect
BoNT-A LC inh2: BoNT A light chain protease inhibition | 0.17% of 360,000 active | multiplex microsphere protease substrate cleavage, flow cytometry | AID 588499 | inhibition, % at 10 µM; also: plate controls were buffer without enzyme for full effect and enzyme alone for no effect
CCHFV vOTU inh: blocks the CCHF virus ovarian tumor domain protease. AID 651958. inhibition, % at 11.5 µM. CCHFV vOTU protease, Pep-AMC fluorescence. 0.55% of 370,000 active; in the data active = inhibition above about 30%; also: 0% = vehicle wells with enzyme and 100% = no enzyme wells
PrPC TRFRET: inhibitors of human cell surface prion protein PrPC. AID 720596. 0.43% of 370,000 active. P04156. inhibition, % at 13.8 µM. TR-FRET read-out; in the data active = inhibition above about 24%; also: 0% = median of the test wells and 100% = reference compound wells
PfHsp40 yeast: compounds rescuing yeast from Plasmodium falciparum HSP40 toxicity; growth rescue, % at 12.5 µM; 0.68% of 340,000 active; S. cerevisiae expressing PfHsp40, growth rescue, ATP luminescence; AID 504582; in the data active = growth rescue above about 28%, passing the limit was not always enough; inconclusive = no clear call, values can overlap the other calls;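 also: yeast W303a lacking pdr1 and pdr3 grown in galactose medium; growth measured after three days at 30 °C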
Y pestis TopoI: blocks Yersinia pestis topoisomerase I activity | Y. pestis Topo-I cleavage product accumulation, plate reader | activity, % at 10 µM | 0.064% of 360,000 active; in the data active = activity above about 50%, passing the limit was not always enough; inconclusive = no clear call, values can overlap the other calls; also: inactives centre near 2
* hit, by the source's call; ? = inconclusive; . = no result given; & = joins results of further samples. Rule as the data show it, unless noted: active = inhibition above about 30%; inconclusive = no clear call, values can overlap the other calls; inactive = below that.

SMILES | Anthrax LF inh2 | TcdB inh | FadD28 FP inh | BoNT F protease | BoNT-A LC inh2 | CCHFV vOTU inh | PrPC TRFRET | PfHsp40 yeast | Y pestis TopoI
CCCS(=O)(=O)NC(=O)C1(C)CCCN(C(=O)c2c(C)noc2C)C1 (stereo not drawn) | -8 | 1.1 | -2.3 | -4 | -0.7 | 15 | 0 | . | 3
CC1CCC2(CC1)NC(=O)N(CC(=O)Nc1ccc(N3CCOCC3)cc1)C2=O (stereo not drawn) | -7 | 0.8 | -2.3 | -46 | -0.3 | -4 | 4 | 0.6 | -11
CC(C)(C)NS(=O)(=O)c1ccc(N2C(=O)c3ccccc3C2=O)cc1 | ? | . | 0.7 | ? | ? | -1 | 6 | -0.1 | 4
Cc1ccc(CNC(=S)Nc2cc(C)ccc2OC(F)F)cc1 | -2 | 4.6 | -0.5 | 2 | -1.8 | 3 | -1 | 0.4 | 18
CC1(C)Cc2c(C#N)c(N3CCN(C(=O)c4ccco4)CC3)nc(Cc3ccccc3)c2CO1 | 0 | . | -1.2 | -18 | 0.7 | 3 | 1 | -0.3 | 27
COc1ccc(OCC(=O)N2CCN(Cc3ccc4c(c3)OCO4)CC2)cc1 | -2 | 0.9 | -0.8 | -5 | 0.2 | 13 | -6 | -0.4 | -10
Cc1ccc(Sc2ccc([N+](=O)[O-])cc2[N+](=O)[O-])nc1 | -2 | . | 0.2 | -2 | -0.8 | 13 | -29 | -0.1 | 0
CCOc1cc(C(=O)Nc2cccc3ncccc23)cc(OCC)c1OCC | -1 | 1.1 | -3.9 | -2 | 1.0 | -2 | 7 | 1.4 | 15
CCCOc1cccc(C(=O)N(Cc2ccco2)C2CCS(=O)(=O)C2)c1 (stereo not drawn) | -4 | . | 0.2 | -9 | -0.5 | 2 | -3 | -1.7 | 6
O=C1NC(=O)C2(CCC(C(=O)O)C2)N1 (stereo not drawn) | 8 | . | -3.2 | 11 | 0.3 | 9 | 2 | 0.1 | -1
CC(OC(=O)c1cnccn1)C(=O)c1ccccc1 (stereo not drawn) | 5 | 2.3 | -1.3 | -12 | -5.2 | 6 | 4 | 0.4 | 10
CCOC(=O)c1sc(=S)n(-c2ccc(OC)cc2)c1N | . | 1.7 | 2.8 | . | . | 13 | -38 | 0.6 | -8
CC(C)(C)n1nc2c(c1NC(=O)c1ccc(S(=O)(=O)N3CCCCC3)cc1)CS(=O)C2 (stereo not drawn) | -4 | . | 0.5 | -11 | -0.1 | -2 | 0 | 1.0 | 4
CC1CCCN(S(=O)(=O)c2ccc(NC(=O)Cn3nnc(-c4ccccc4F)n3)cc2)C1 (stereo not drawn) | -4 | 0.9 | ? | -4 | 0.7 | 3 | 2 | -0.3 | 8
O=C(CSc1nc2scc(-c3ccccc3)c2c(=O)[nH]1)Nc1ccccc1 | 3 | 1.2 | -3.5 | 0 | -1.4 | -1 | -5 | -0.6 | 13
C#CCOn1c(-n2nc(C)cc2C)nc2ccccc2c1=O | 6 | -2.8 | 1.6 | 10 | -3.8 | 3 | -2 | 4.5 | 0
COC(=O)Nc1ccc(S(=O)(=O)N2CCCCC2C(=O)O)cc1 (stereo not drawn) | -2 | 1.2 | -4.7 | 2 | -0.2 | 1 | 4 | -0.8 | -2
O=C(O)C1=C[C@@H](c2ccc(Br)cc2)C[C@@H](OCc2ccc(CO)cc2)O1 | 0 | -3.3&-1.7 | -1.5 | -8 | -0.2 | 6 | -6 | -1.5 | 14
O=C(N/N=C/c1ccco1)c1cccc(NC(=O)c2ccccc2Cl)c1 | -7 | 1.5 | -7.5 | 14 | 0.7 | 14 | -3 | 2.4 | 6
COc1ccc(N(CC(=O)NC2CCS(=O)(=O)C2)S(=O)(=O)c2ccc(Cl)c(Cl)c2)cc1 (stereo not drawn) | 5 | 1.7 | -0.1 | 7 | 0.6 | -3 | 6 | 0.6 | 4
COc1ccc(CNC(=O)C2=C(C)C(=O)OC23CCC(C)CC3)cc1 (stereo not drawn) | -4 | 0.9 | -4.7 | -12 | -0.8 | -8 | 6 | 0.3 | 6
Fc1ccc(NC(=S)NCCc2ccc(Cl)cc2)cc1 | -1 | -0.1 | -2.0 | -6 | -0.8 | -3 | -2 | -0.2 | -9
Cc1ccc(C(=O)N2CCCC(CCC(=O)N3CCN(c4ccccn4)CC3)C2)s1 (stereo not drawn) | -5 | 0.9 | -1.1 | -2 | -1.4 | -1 | 1 | -1.1 | 11
CCOc1ccc(C2/C(=C(/O)c3ccc4c(c3)CC(C)O4)C(=O)C(=O)N2CCCn2ccnc2)cc1 (stereo not drawn) | -3 | -0.5 | -2.1 | -4 | -2.3 | 18 | 2 | 0.4 | 7

At a glance, some entries already given.
SMILES | Anthrax LF inh2 | TcdB inh | FadD28 FP inh | BoNT F protease | BoNT-A LC inh2 | CCHFV vOTU inh | PrPC TRFRET | PfHsp40 yeast | Y pestis TopoI
CC1CCCN(S(=O)(=O)c2ccc(NC(=O)Cn3nnc(-c4ccccc4F)n3)cc2)C1 (stereo not drawn) | -4 | 0.9 | ? | -4 | 0.7 | 3 | 2 | -0.3 | 8
O=C(CSc1nc2scc(-c3ccccc3)c2c(=O)[nH]1)Nc1ccccc1 | 3 | 1.2 | -3.5 | 0 | -1.4 | -1 | -5 | -0.6 | 13
C#CCOn1c(-n2nc(C)cc2C)nc2ccccc2c1=O | 6 | -2.8 | 1.6 | 10 | -3.8 | 3 | -2 | 4.5 | 0
COC(=O)Nc1ccc(S(=O)(=O)N2CCCCC2C(=O)O)cc1 (stereo not drawn) | -2 | 1.2 | -4.7 | 2 | -0.2 | 1 | 4 | -0.8 | -2
O=C(O)C1=C[C@@H](c2ccc(Br)cc2)C[C@@H](OCc2ccc(CO)cc2)O1 | 0 | -3.3&-1.7 | -1.5 | -8 | -0.2 | 6 | -6 | -1.5 | 14

(cont.)
SMILES | Anthrax LF inh2 | TcdB inh | FadD28 FP inh | BoNT F protease | BoNT-A LC inh2 | CCHFV vOTU inh | PrPC TRFRET | PfHsp40 yeast | Y pestis TopoI
COc1ccccc1-n1c(SCC(=O)O)nc2c(sc(=S)n2-c2ccccc2C)c1=O | -11 | 6.0 | -0.6 | -8 | -0.6 | 0 | -7 | -0.1 | 8
COc1ccc(OCC(=O)Nc2ccc(N3CCC(C)CC3)cc2)cc1 | -5 | 0.0 | -1.7 | -2 | -1.7 | -19 | 2 | -0.8 | 1
O=C(CCNC(=O)c1ccccc1Cl)NCc1cccnc1 | ? | 1.5 | 0.5 | -57 | -40 | -6 | 0 | -0.2 | 3
O=Cc1nc(-c2ccccc2Cl)n2ccccc12 | -2 | 1.5 | -3.3 | 7 | 1.0 | 1 | 1 | 0.9 | -6
CCN1C(=O)/C(=C/C=C2/CCCN2C)OC1=S | 0 | -1.3 | -0.4 | -1 | 0.2 | 17 | -1 | 1.0 | -5
COc1cccc(NC(=S)N2CCCC2c2ccc(OC)c(OC)c2)c1 (stereo not drawn) | 0 | 0.8 | -0.9 | 3 | 0.2 | 11 | 6 | -2.3 | 5
CC(C)Cn1nc(NC(=O)C2CCCO2)c2cc3ccccc3nc21 (stereo not drawn) | -1 | . | -4.6 | 3 | 0.5 | -2 | -13 | 3.6 | 2
CCSC1=N/C(=C\c2ccc(OC)cc2)C(=O)N1 | 0 | 0.5 | 0.9 | -16 | -0.6 | 14 | -6 | 0.7 | 2
CCNC(=S)N1CCN(CCN2C(=O)c3cccc4cccc(c34)C2=O)CC1 | 0 | 0.0 | -0.7 | -6 | -1.0 | -4 | -24 | -0.1 | -1
Cc1cc(NC(=O)c2ccccc2)ncc1NC(=O)c1ccco1 | 0 | . | -3.3 | -11 | 0.4 | 5 | -7 | -2.4 | -2
Cc1snc(SCC(=O)c2ccc(Cl)cc2)c1C#N | 1 | . | -1.7 | -2 | ? | 8 | -1 | 0.2 | 13
O=C(CSC1=NS(=O)(=O)c2cc(F)ccc2N1)NCCc1ccccc1 | . | -0.1 | -4.5 | . | . | 0 | -6 | 0.6 | 9
CCc1ccc(CNCCc2c[nH]c3ccccc23)cc1 | 5 | 2.5 | -0.4 | ? | ? | 9 | -6 | -0.5 | -7
CC1CC(C)CN(S(=O)(=O)c2cccc(C(=O)N3CCN(c4ccc(F)cc4)CC3)c2)C1 (stereo not drawn) | -6 | -0.3 | -3.4 | 2 | -0.4 | 14 | 3 | 1.9 | 31
CCN(CC)c1ccc(CNc2nc3ccccc3n2CCN2CCOCC2)cc1 | -1 | -1.3 | -0.6 | -7 | -2.0 | 12 | 8 | 1.6 | 13
Cc1cc(N2CCN(C)CC2)nc(=S)[nH]1 | -9 | 0.5 | 0.7 | -3 | -1.1 | -12 | -3 | 0.4 | 0
Cn1c(O)c(N=NC(=O)c2ccccc2O)c2ccccc21 | 1 | 1.6 | 0.4 | 13 | 1.5 | 4 | -46 | -0.3 | 10
O=C(CCN1C(=O)/C(=C/c2cccs2)SC1=S)N1CCCCC1 | 18 | 0.4 | -2.8 | 17 | 17 | 7 | -4 | -1.1 | 17
COc1cc([N+](=O)[O-])ccc1NC(=O)NNC(=O)c1sccc1C | -1 | 0.8 | -0.1 | 3 | 0.5 | 1 | 4 | -1.3 | -2
S=c1[nH]nc(-c2ccccc2)n1/N=C/c1ccc(Cl)cc1 | -4 | 0.5 | -0.5 | -12 | -0.2 | 8 | -2 | 0.1 | 9
O=C1CC(c2ccccc2)CC(O)=C1C=Nc1ccccc1O (stereo not drawn) | -1 | -0.5 | -3.2 | 4 | 0.5 | 3 | -6 | 0.2 | -6
O=C1NC(=O)C(=Cc2ccccc2)N1 | -7 | 8.7 | -1.3 | -2 | 0.2 | 11 | -25 | -1.4 | -3
Cc1cc2nc(-c3ccc(SCC(=O)Nc4ccc(S(=O)(=O)NC5CC5)cc4)nc3)[nH]c2cc1C | 1 | 0.7 | -1.1 | -1 | 0.8 | 0 | -1 | 0.6 | 8
CC1CN(C(=O)COc2ncnc3ccccc23)CC(C)O1 (stereo not drawn) | -4 | . | 1.1 | -6 | -0.6 | 10 | 1 | -0.5 | 7
Cc1cccc(N2CCN(C(=O)c3ccc4c(c3)c(C)c(C)n4C)CC2C)c1 (stereo not drawn) | -4 | -0.6 | 0.2 | -6 | -2.6 | 7 | 8 | 0.3 | 10
Cc1ccccc1OCC(=O)NCCN1CCCC1 | 3 | . | -2.1 | -4 | 0.2 | 6 | -4 | -0.2 | -12
COC(=O)c1c(NC(=O)CSc2nc3ccccc3c(=O)n2Cc2ccco2)sc(C)c1C | 0 | 1.1 | -1.3 | -1 | -0.2 | 13 | -5 | -1.1 | 8
O=S1(=O)N=C(N/N=C/c2cccs2)c2ccccc21 | -5 | 1.1 | -1.0 | -1 | 1.7 | 6 | -3 | -1.5 | -2
COc1cccc(C(=O)N2CCN(C(=O)COc3ccc4ccccc4c3)CC2)c1 | -2 | 1.1 | -3.6 | -6 | -0.1 | 8 | -11 | -0.1 | 2
COc1cc(-c2cc(C(=O)Nc3ccc(C)c(S(=O)(=O)N4CCOCC4)c3)c3ccccc3n2)cc(OC)c1OC | 4 | 0.8 | -2.5 | -6 | -7.2 | -5 | -1 | 3.4 | 18
O=C(Cn1cnnn1)Nc1cccc([N+](=O)[O-])c1 | -2 | -1.5 | 1.9 | 3 | 0.1 | 8 | -25 | -1.5 | 4
CCN1CCN(C(=O)c2cnn3c(C(F)F)cc(-c4ccc(C)cc4)nc23)CC1 | -3 | . | -4.4 | -6 | 0.1 | -15 | -24 | -1.8 | 1
Cc1ccc(S(=O)(=O)N2CCC(=O)N2)cc1 | -2 | . | 0.6 | 21 | 3.0 | -14 | 5 | 1.2 | 0
Clc1nc2sccn2c1/C=N/n1cnc2ccccc21 | -1 | 0.9 | -3.1 | -8 | 0.3 | 3 | -2 | 4.4 | 2
CN(C(=O)CC(=O)Nc1ccc(Cl)c(Cl)c1)c1ccccc1 | -5 | 0.3 | -0.9 | 0 | 0.3 | 7 | -7 | 0.8 | -11
O=C(c1ccccc1)c1c[nH]cc1-c1ccccc1 | -15 | . | -4.2 | 2 | -0.5 | -8 | -8 | 2.2 | 5
CC1CC1C(=O)OCC(=O)Nc1ccc(Cl)cn1 (stereo not drawn) | -6 | -0.1 | -1.1 | 0 | 0.0 | 3 | 3 | -1.2 | 4
Clc1ccc(CO/N=C/c2c(-c3ccccc3)nc3n2CCS3)c(Cl)c1 | 0 | . | 0.6 | 1 | 1.5 | 5 | 0 | -1.9 | 0
